# Screening results as filed in PubChem BioAssay.
# AmpC inh no detg – blocks E. coli AmpC beta-lactamase in detergent-free assay | Potency, µM (top dose mostly 57.1 µM), inactives show at the top dose activity change, negative = inhibition, actives largely listed as inhibitors | AmpC nitrocefin hydrolysis, absorbance 480 nm, 0.0001% Triton | actives 0.52% (n = 330,000) | P00811;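 also: potency is read from the fitted curve at half-maximal effect; plate controls were no compound for no effect and no enzyme for full effect; nearly all actives have a fitted effect of over 20% in size; some results filed as inactive show a strong effect at the top dose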
# Target sequence (P00811 whole entry, looked up): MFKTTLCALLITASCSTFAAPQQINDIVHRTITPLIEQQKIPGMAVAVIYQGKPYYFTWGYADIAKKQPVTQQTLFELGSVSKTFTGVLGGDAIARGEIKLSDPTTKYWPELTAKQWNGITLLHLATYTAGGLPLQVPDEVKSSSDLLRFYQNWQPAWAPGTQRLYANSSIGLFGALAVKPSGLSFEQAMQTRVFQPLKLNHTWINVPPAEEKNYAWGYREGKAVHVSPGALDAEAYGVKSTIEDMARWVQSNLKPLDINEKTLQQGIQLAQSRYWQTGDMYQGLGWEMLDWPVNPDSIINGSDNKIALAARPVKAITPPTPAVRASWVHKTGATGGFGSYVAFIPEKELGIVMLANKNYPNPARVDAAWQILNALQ
#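 20 mM phosphate pH 7.0 + 0.01% (detergent screen) or 0.0001% Triton X-100; 5.3 nM AmpC reagent; cpd preinc 15 min RT; nitrocefin (800 uM stock) to start; A480 q20 s × 4 min; Activity was normalised to no-enzyme and no-compound control wells.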
# Cycloheximide cs – counter-screen hit for Shiga toxin inhibitors, cycloheximide; cell reporter, cycloheximide protein synthesis inhibition counterscreen; max response, %; actives 12% (n = 300,000); AID 2314; in the data active = max response mostly above about 13%, no sharp cut-off; inactive = mostly below about 14%; also: read at 38.3 µM for the half of the compounds with a filed dose; 0% is about no effect
# AmpC inh detg – inhibitors of E. coli AmpC beta-lactamase with detergent | AmpC hydrolysis of nitrocefin, absorbance 480 nm, 0.01% Triton | Potency, µM (doses to about 114 µM), inactives show at the top dose activity change, negative = inhibition, most hits filed as inhibitors | actives 0.041% (n = 370,000);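 also: potency is read from the fitted curve at half-maximal effect; 0% = no-compound wells and -100% = no-enzyme wells; nearly all actives have a fitted effect of over 25% in size; some results filed as inactive show a strong effect at the top dose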
#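 AmpC (5.3 nM in the dispensed reagent) in 20 mM phosphate pH 7.0 with 0.01% (detergent screen) or 0.0001% Triton X-100 was preincubated with compounds for 15 min at room temperature. Nitrocefin was then added from an 800 uM solution, and hydrolysis was followed at 480 nm.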
# HCMV antiviral – inhibitors of human cytomegalovirus; HFF cells, HCMV-luciferase reporter, 72 h; stronger effect = lower value; actives 4.5% (n = 410,000); activity change, negative = inhibition, % at 57.5 µM; in the data active = activity change below about -60%; inconclusive = no clear call, values can overlap the other calls; inactive = above about -39%; also: % is scaled to controls: 0 for no effect and ±100 for the full control effect
#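 Human foreskin fibroblasts infected with luciferase-reporter HCMV at MOI 1 PFU/cell, compounds at two doses. Luciferase measured 72 h post infection; normalized to buffer-only basal and Salinomycin (10uM) controls.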
# AMA1-RON2 inh – inhibitors of Plasmodium falciparum AMA1-RON2 interaction; AlphaScreen AMA1-biotinylated RON2 peptide binding; Potency, µM (series often up to 58.2 µM), for inactives: at the top dose activity change, negative = inhibition, hits mostly inhibitors; actives 0.2% (n = 360,000); AID 720542;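 also: potency is read from the fitted curve at half-maximal effect; 0% = vehicle wells and -100% = peptide control; nearly all actives have a fitted effect of over 45% in size; some results filed as inactive show a strong effect at the top dose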
#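 AMA1 (3D7) with his tag at 25 nM final met compounds first, then biotinylated RON2 peptide at 25 nM; detection used donor plus acceptor beads, 10 µg/mL apiece, read by AlphaScreen after 30 min at room temperature.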
# Shiga inhibitor – blocks Shiga toxin action in Vero cells; inhibition, % at 38.7 µM; AID 2315; actives 9.2% (n = 290,000); Vero cells, Shiga toxin protein synthesis inhibition reporter; in the data active = inhibition mostly above about 28%, no sharp cut-off; inactive = mostly below about 43%; also: 0% is about no effect
# FBPA Giardia inh – blocks Giardia fructose-bisphosphate aldolase activity | AID 2451 | Potency, µM (top dose mostly 59.6 µM), for the others: at the top dose activity, negative = inhibition, hits mostly inhibitors | actives 0.71% (n = 290,000) | purified Giardia FBPA; also: potency is read from the fitted curve at half-maximal effect; % is scaled to controls: 0 for no effect and ±100 for the full control effect; nearly all actives have a fitted effect of over 55% in size
# Target sequence (A8B2U2 whole entry, looked up): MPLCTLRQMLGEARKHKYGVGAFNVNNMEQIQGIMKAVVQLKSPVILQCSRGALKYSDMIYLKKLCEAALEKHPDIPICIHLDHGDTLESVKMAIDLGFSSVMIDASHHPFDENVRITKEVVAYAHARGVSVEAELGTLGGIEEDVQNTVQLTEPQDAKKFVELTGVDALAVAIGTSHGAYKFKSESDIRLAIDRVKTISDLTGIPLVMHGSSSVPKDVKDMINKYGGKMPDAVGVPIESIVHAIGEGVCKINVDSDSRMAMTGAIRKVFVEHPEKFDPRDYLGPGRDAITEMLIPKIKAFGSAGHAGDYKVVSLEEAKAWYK
#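 Giardia FBPA (40 nM reagent) was preincubated 10 min at RT with compound (up to 57.5 uM final), then substrate plus GAPDH/TPI/NAD/arsenate coupling system with diaphorase/resazurin was added; resorufin fluorescence (525/598 nm) was read after 20 min.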
# Active calls of the source: *; ? = inconclusive; . = not tested or not shown; & = joins results of further samples; [ ] = dose if it differs, or a comment. Unless noted, calls follow the shape of the dose curve; as a rule, active = well fitted curve in the direction sought with a large enough effect; inconclusive = small, poorly fitted or top-dose-only effect, or another doubt; inactive = no such curve, though single readings can be large; an effect the other way counts as inactive or inconclusive. Random draw from the library (roughly 16% active in at least one column).
compound	AmpC inh no detg	Cycloheximide cs	AmpC inh detg	HCMV antiviral	AMA1-RON2 inh	Shiga inhibitor	FBPA Giardia inh
O=C(NCCNS(=O)(=O)c1ccccc1)c1ccc([N+](=O)[O-])cc1	-12.2%	3.2	-3.7%	22.8	12.5%	.	-3.5%
COc1ccc(CNC(=O)CCCn2c(=S)[nH]c3cc4c(cc3c2=O)OCO4)cc1	-12.4%	6.4	2.7%	6.8	31.5%[activator]	18.8	.
Cc1nc2ccccn2c1-c1csc(NCc2ccco2)n1	-24.5%	15.1*	-6.1%	-12.4	-17.1%	16.9	?
CCC(C)NC(=O)C1CCN(S(=O)(=O)c2cccs2)CC1 (stereo not given)	-14.5%	-1.6	-1.6%	-9.8	-4.0%	2.7	2.8%
Cc1ccc2c(c1)CCCN2C(=O)c1cccs1	-3.2%	-2.2	-8.0%	25.1	-1.8%	-3.2	-8.6%
COc1cc(OC)c(OC)cc1CNCCNC(=O)c1nonc1N	-13.7%	0.3	?	-9.9	-20.6%	-11.6	-16.9%
CCOC(=O)c1c(C)[nH]c(C(=O)Nc2ccc(C)c(Cl)c2)c1C	-32.2%	34.7*	-12.9%	.	.	103.0*	2.0%
CCCNC(=O)Nc1ccc(NC(C)=O)cc1	-10.2%	-3.5	-3.9%	3.6	10.6%	-3.5	2.0%
COc1ccc(NC(=O)CSc2nc3sc(C)c(C)c3c(=O)n2Cc2ccco2)cc1	-11.2%	-2.4	?	-9.1	-1.7%	11.9	4.9%
COc1ccc(CCC(=O)Nc2ccc(N3CCOCC3)cc2)cc1	-12.0%	-1.2	-2.7%	-30.7	-9.8%	-20.9	5.0%
Cc1ccc(C(=O)C(C)[n+]2cccc(C(N)=O)c2)cc1 (stereo not given)	-14.9%	-2.1	-9.5%	1.6	9.5%	34.2	10.1%
COc1cc(/C=N/N2C(=O)CSC2=S)ccc1O	-31.4%	8.8	-7.2%	-14.6	21.1%	-7.6	-24.4%
Cc1ccc2cc(CN(CCCN3CCOCC3)C(=O)NC3CCCCC3)c(=O)[nH]c2c1C	141.8%[activator]	1.4	-4.6%	45.5	14.4%	11.4	6.8%
O=C(/C=N/O)NCc1cccnc1	0.6%	0.4	4.5%	-23.7	1.9%	-7.5	-3.6%
Cc1ccc(NC(=O)CSc2nnc(C)n2C2CC2)cc1S(=O)(=O)N1CCOCC1	-6.6%	.	?	0.0	20.9%	.	.

# A run of entries taken from the entries so far, as a working copy:
compound	AmpC inh no detg	Cycloheximide cs	AmpC inh detg	HCMV antiviral	AMA1-RON2 inh	Shiga inhibitor	FBPA Giardia inh
O=C(NCCNS(=O)(=O)c1ccccc1)c1ccc([N+](=O)[O-])cc1	-12.2%	3.2	-3.7%	22.8	12.5%	.	-3.5%
COc1ccc(CNC(=O)CCCn2c(=S)[nH]c3cc4c(cc3c2=O)OCO4)cc1	-12.4%	6.4	2.7%	6.8	31.5%[activator]	18.8	.

# (cont.)
compound	AmpC inh no detg	Cycloheximide cs	AmpC inh detg	HCMV antiviral	AMA1-RON2 inh	Shiga inhibitor	FBPA Giardia inh
COc1ccc(CCNC(=O)c2cc(C)oc2C)cc1OC	-4.4%	-1.8	-7.8%	4.7	18.6%	25.7	5.7%
c1ccc(-c2ccc3c(c2)NCCN3)cc1	-14.4%	12.2	0.2%	29.3	-20.7%	25.7	-7.0%
O=C(O)CCn1cc(C=C2C(=O)NC(=S)NC2=O)c(-c2cc3ccccc3oc2=O)n1	-18.7%	6.9	3.8%	3.7	-12.9%	-13.6	?
CCCCCCn1c(CN2CCC(C)CC2)nc2c1c(=O)n(C)c(=O)n2C	-4.1%	-2.4	-7.3%	?	3.9%	-1.5	0.9%
O=C(NCCCN1CCOCC1)C(=O)NCC1OCCN1S(=O)(=O)c1cc(F)ccc1F (stereo not given)	21.5%	-2.9	-0.1%	-0.3	8.5%	7.6	-4.4%
CCOC(=O)N1CCN(C(=O)c2ccc3c(c2)N(Cc2ccc(C)cc2)CCS3)CC1	115.3%[activator]	-0.5	-4.7%	-22.7	-9.2%	-7.2	-0.6%
COc1ccc(-c2cnc(N)nc2-c2ccc(OC)cc2O)cc1	-31.3%	-3.2	-7.5%	2.9	-0.3%	-10.7	-16.0%
CC(=O)c1c(C)nc(-c2ccc(OCC(=O)Nc3cccc(C)c3C)cc2)n1O	-10.5%	-2.5	?	49.4	5.1%	-6.6	-3.5%
Cc1ccc(-c2cc(C(F)F)n3ncc(C(=O)N4CCCc5ccccc54)c3n2)cc1	-22.1%	-0.9	-7.4%	8.6	3.6%	-0.7	2.4%
CCCC(C)NC(=O)COC(=O)c1cccc(NS(C)(=O)=O)c1 (stereo not given)	-22.4%	9.1	-5.5%	0.0	-0.6%	18.9	1.1%
CC(O)CNC(=O)C1CCN(Cc2ccc(OCc3ccccc3)cc2)CC1 (stereo not given)	14.7%	36.8*	-4.5%	-8.0	?	129.9*	-26.4%
CCOc1ccc(-n2c(C)c(C(=O)O)c3cc(OC)ccc32)cc1	-18.8%	-0.5	6.7%	?	11.8%	7.2	-8.3%
CCCC(=O)Nc1cc(C(=O)N(C)CC(OC)OC)ccc1S(=O)(=O)c1ccc(C)cc1	27.6%	-4.0	1.1%	34.4	-4.5%	-6.9	5.5%
O=C(NCc1ccco1)/C(=C\c1cccnc1)NC(=O)c1ccccc1F	9.6%	0.1	3.6%	.	0.0%	-12.3	-1.9%
COc1cc(CN(C(=O)c2cc3ccccc3oc2=O)C2CCS(=O)(=O)C2)cc(OC)c1OC (stereo not given)	-5.0%	28.2*	-12.6%&8.1%	-11.0&15.8	-9.0%	29.6	2.3%
CN1C(=O)/C(=N\OC(=O)c2ccccc2Cl)c2ccccc21	-45.6%	-1.3	?	33.2	0.9%	-5.2	-6.0%
C=C[C@]1(C)C[C@H]1[C@H](NP(=O)(c1ccccc1)c1ccccc1)c1ccccc1	-21.1%	-2.7	?	0.4	-3.3%	15.3	4.2%
CC(C)n1nnnc1SCC(=O)c1ccc2c(c1)OCCO2	-34.1%	35.6*	-0.6%	37.2	0.0%	42.3*	-3.7%
CCn1c(=O)c(=O)[nH]c2cc(C(=O)NC3CCCc4ccccc43)ccc21 (stereo not given)	-49.2%	-7.2	8.3%	28.3	3.3%	-3.8	-7.4%
Cc1nn(CCCC(=O)Nc2ccc(Br)cc2F)c(C)c1[N+](=O)[O-]	-16.3%	-0.7	0.8%	-40.0	0.0%	-6.1	-2.1%
CON1C(=O)C(=O)N(OC)C(C)(C)C1C (stereo not given)	-10.3%	-1.9	1.0%	?	0.4%	-5.2	0.1%
COc1ccc(S(=O)(=O)N2CCCCCC2)cc1C(=O)N1CCCCC1	3.3%	-2.5	11.5%	-0.2	6.2%	-19.9	.
O=C(CN1CCOCC1)Nc1ccccc1C(=O)Nc1ccccc1	-11.9%	-1.8	-9.7%	-3.9	19.1%	1.3	1.7%
COc1cccc(NC(=O)COC(=O)c2cc(=O)c3ccccc3o2)c1	-6.6%	.	-6.1%	-7.4	27.5%	.	.
CC1=C(C(=O)N2CCN(c3cc(C)ccc3C)CC2)C2(CCC(C)CC2)OC1=O (stereo not given)	13.2%	-1.3	1.8%&-12.5%	6.7	.	-17.2	0.9%
Cc1nn(C)c(Oc2cccc(Cl)c2)c1C(=O)Nc1ccc(F)cc1	61.4%[activator]	-1.7	-12.9%	23.5	-9.5%	-9.2	4.8%
O=C(CCCC(=O)OCC(=O)c1ccc(Cl)cc1)NC1CCCCC1	26.7%	6.0	?	-12.6	0.0%	13.8	0.0%
CCC(=O)c1cc(F)c(N2CCN(C(=O)Cc3ccccc3)CC2)cc1C	46.7%	-0.9	3.1%	35.7	-3.5%	-6.2	3.7%
CCN(C#N)c1nc(N(C)C)nc(N(C)C)n1	-19.3%	-6.6	-2.6%	-11.7	4.0%	5.2	2.3%
COc1ccc(/C=C2/Sc3ccc(C(=O)NCCN4CCCCCC4)cc3NC2=O)cc1	102.1%[activator]	7.5	-6.8%	-112.0*	-23.4%	-15.1	-8.5%
CC(=O)NS(=O)(=O)c1ccc(NC(=O)COc2ccc(C(=O)c3ccccc3)cc2)cc1	-21.1%	-3.6	?	-1.2	-2.4%	-14.2	27.6%
CN(CCOc1ccccc1)C(=O)c1cc(S(=O)(=O)N2CCCCC2)ccc1Cl	43.1%	.	-9.8%	?	-20.8%	.	.
O=C(CN1CCN(c2cccc(Cl)c2)CC1)NC1CCCc2ccccc21 (stereo not given)	135.7%[activator]	-2.2	-5.0%	-6.6	3.5%	3.4	0.1%
COc1ccc(CNC(=O)Cc2c(C(=O)O)[nH]c3ccccc23)c(OC)c1	-21.2%	-2.4	?	-9.3	-10.4%	-2.9	7.2%
Cc1cccn2c(=O)c3cc(C#N)c(=NC(=O)c4cccs4)n(CC(C)C)c3nc12	-21.1%	1.0	-13.0%	24.7	-1.1%	-5.6	0.6%
O=C(Nc1nnc(SCc2ccc(Cl)cc2)s1)C1CC(=O)N(Cc2ccccc2)C1 (stereo not given)	60.0%	-2.5	-7.1%	?	0.0%	-13.7	16.2%
COc1cn(-c2ccccc2)nc1C(=O)NCc1ccc(C)cc1	1.2%	8.7	2.5%	?	7.5%	31.6	9.9%
COc1cccc(NC(=S)N(Cc2ccccn2)Cc2ccccc2Cl)c1	-22.7%	-0.8	?	-60.4*	14.7%	24.0	-1.0%
CN(CC(=O)Nc1ccc(F)cc1)C(=O)CN1C(=O)c2ccccc2C1=O	-13.5%	.	2.4%	-2.8	0.1%	.	.
CN(C)CCNC(=O)Cn1c(=O)c2cccn2c2ccc(F)cc21	-7.5%	2.1	-4.2%&12.8%	16.0&35.9	-3.8%	-5.4	8.5%
Cc1cccc(N2CCN(C(=O)c3ccc(NS(=O)(=O)c4c(C)noc4C)cc3)CC2)c1C	-1.2%	-3.6	1.5%	14.6	0.0%	-17.6	7.4%
COC(=O)c1ccc(Nc2nc(-c3ccncc3)nc3ccccc23)cc1	-16.2%	-3.5	3.4%	-1.3	-12.5%	-3.9	-11.2%
Cc1cccc(C)c1OCC(=O)N/N=C/c1cc2c(cc1[N+](=O)[O-])OCO2	-19.5%	-1.0	2.5%	-13.1	-6.3%	-9.6	-10.9%
O=C(Oc1ccc2cc(Br)ccc2c1)c1cccnc1	-24.1%	-2.3	-0.3%	-13.5	5.0%	35.9	1.2%
CCCC1=NN2C(=N)/C(=C\c3ccc(SCc4ccco4)o3)C(=O)N=C2S1	-52.2%	-0.1	-16.9%	.	8.6%	-8.6	-23.0%
CCS(=O)(=O)N1CCCC(C(=O)NCCCN(C)Cc2ccccc2)C1 (stereo not given)	-3.8%	-0.4	-0.1%	29.6	1.1%	13.7	4.8%
